# SKBR3 24h inh = SK-BR-3 proliferation inhibitors | SK-BR-3 viability, CellTiter-Glo ATP luminescence, 24 h; hits give low values | viability, % at 10 µM | hit rate 0.47% among 41,000 | AID 847;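 active = viability at or below the median of all test compounds minus 3 SD, in both replicates if run twice, cut at about 45% in these data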;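 also: 100% = median untreated cell wells and 0% = median positive control drug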
# * = called active by the depositor. Only part of the results is shown; rates above refer to the full screens.
canonical_smiles,SKBR3 24h inh
CCOC(=O)CC1C(=O)NCCN1C(=O)COc1ccc(Br)cc1C (stereo unspecified),91.8
Fc1cccc2sc(N3CCCCC3)nc12,89.2
Cc1sc2nc(CN(Cc3cccs3)C(=O)NC3CCCCC3)[nH]c(=O)c2c1C,154.8
COc1ccc(C2C3=C(CCCC3=O)Nc3nc(C(F)(F)F)nn32)cc1OC (stereo unspecified),73.7
CC(C)Cc1nc(N2CCOCC2)c(C#N)c2c1CCC2,102.6
O=C(NC1CCCC1)c1cc(-c2cccs2)on1,84.0
O=C(CSc1ncn(-c2ccccc2)n1)N1CCN(c2ccccc2)CC1,85.5
CC(C)CC(/C(O)=C(\C#N)c1nc2ccccc2[nH]1)N1C(=O)c2ccccc2C1=O (stereo unspecified),76.6
Clc1ccc(-c2nc(-c3ccccn3)no2)cc1Cl,106.8
CC(=O)NC(Cc1ccccc1)C(=O)NC1CCN(C(=O)c2cnccn2)CC1 (stereo unspecified),92.1
O=c1c(C=NCCCn2ccnc2)c(-c2ccccc2)[nH]n1-c1nc2ccccc2s1,75.1
CCNc1nc(NCC)nc(N(C)n2cnnc2)n1,89.2
COc1ccc2oc(C(=O)c3ccccc3)c(NC(=O)CN3CCN(C)CC3)c2c1,78.6
CCOC(=O)Nc1ccc2c(c1)N(C(=O)N(CC)CC)c1ccccc1CC2,58.4
C=CCn1c(SCC(=O)Nc2nnc(CC)s2)nnc1-c1ccco1,122.7
COc1ccc(Nc2cc(C)nc3ccccc23)cc1,103.5
O=C(Nc1ccccc1)c1ccccc1O,71.4
Cc1ccc(C(=O)C2=C(O)C(=O)N(CCN(C)C)C2c2ccccn2)o1 (stereo unspecified),96.1
O=C(Nc1nccs1)NC1CCCCC1,84.7
O=C1CCCCCN1Cc1nnc(SCc2nc3ccccc3s2)n1-c1ccccn1,83.5
CCC(COC(=O)Nc1cccc(C)c1C)NC(=O)OCC(C)C (stereo unspecified),80.8
CCN(CC)CCOc1ncnc2c1oc1ccccc12,76.1
CCc1c(C)sc(NC(=O)c2ccco2)c1C(=O)N1CCOCC1,113.0
CC1CCCCC1NC(=O)Cn1c(CN2CCCCC2)nc2ccccc2c1=O (stereo unspecified),80.7
Cc1ccc(SCc2nnc(N)s2)cc1,76.8
CCn1nnnc1NCc1cccn1C,71.6
COC(=O)Nc1nc2c(C)cccc2s1,99.7
COCCn1nnnc1C(C(C)C)N(Cc1ccccc1)Cc1cc2cc(OC)ccc2[nH]c1=O (stereo unspecified),158.2
COc1ccc(OC)c(NC(=O)CSc2nc3c(c(=O)n(C)c(=O)n3C)n2C)c1,67.6
Cc1ccc(C)c(OCC(=O)Nc2ccc3c(c2)OCO3)c1C,110.3

# Additional entries:
canonical_smiles,SKBR3 24h inh
O=C(Cn1nnc2ccccc21)NCc1ccccc1,112.5
COCCSc1ccccc1C(=O)Nc1nnc(COC)s1,87.1
CCn1c(COc2ccccc2)nnc1SCC(=O)NC1CCCCC1,94.5
COC(=O)Cn1cnc2c(C#N)c3n(c2c1=O)CCCCC3,103.2
CC(=O)NCCOC(=O)Nc1ccncc1,106.6
COC(=O)c1ccc(OC(=O)c2ccc(OC)c(OC)c2)c(OC)c1,92.7
Cc1c(OCC(F)(F)F)ccnc1CS(=O)c1nc2ccccc2[nH]1 (stereo unspecified),73.0
c1ccc2oc(CCc3nc4ccccc4o3)nc2c1,69.4
O=C(Nc1ccc2c(c1)OCO2)C1CCN(C(=O)CSc2ncnc3ccccc23)CC1,92.3
O=C(NCC1CCCO1)c1cc(-c2ccccc2)on1 (stereo unspecified),95.6
O=C(COc1ccc(S(=O)(=O)N2CCCCC2)cc1)NCc1ccncc1,89.1
COc1ccc(OC)c(C2C(C#N)=C(N)Oc3c2c(C)nn3-c2cccc(Cl)c2)c1 (stereo unspecified),111.8
O=C1OCCC1S(=O)(=O)c1ccc2ccccc2c1 (stereo unspecified),94.8
O=C(CN1C(=O)C2(OCCO2)c2ccccc21)c1ccc(Cl)cc1,106.1
COCCN1CN(S(=O)(=O)c2ccccc2)c2nc3ccccc3nc21,86.9
Cc1cc2c(c(=O)n1CCCn1ccnc1)C(c1ccco1)C(C#N)=C(N)O2 (stereo unspecified),98.4
Cc1cccc(N(C)S(=O)(=O)c2cccc3nsnc23)c1,69.7
O=C1Nc2ccccc2C(O)(C(=O)NCc2ccco2)N1c1ccccc1 (stereo unspecified),89.2
CCCSc1nc(N2CCOCC2)c2c(c1C#N)CCCC2,83.8
Cc1csc(NC(=O)CSc2nc(C)cs2)n1,90.2
Cc1cnc(-c2nnc(N(C)C(=O)c3cnccn3)s2)cn1,84.7
COc1ccc(C(O)C(CN2CCOCC2)c2ccccc2)cc1 (stereo unspecified),97.0
OC(COc1ccc(Cl)cc1)CN1C2=NCCCN2c2ccccc21 (stereo unspecified),53.2
CCc1ccccc1NC(=O)CSc1nnc([C@@H](N)Cc2ccccc2)o1,93.5
COc1ccccc1N1CCN(C(=O)c2cc(-c3ccc(C)cc3)on2)CC1,97.1
CSc1nnc(-c2nnc(SC)n2-c2ccccc2)n1-c1ccccc1,124.2
COc1ccc(CNC(=O)c2cc(-n3cnnc3)ccc2Cl)cc1,95.8
O=C(C1CCCN(S(=O)(=O)c2cccc3nsnc23)C1)N1CCc2ccccc2C1 (stereo unspecified),97.6
O=C(NCC1CCCO1)[C@@H]1CSC2c3ccccc3C(=O)N21 (stereo partly specified),103.4
O=C(c1nc2nc(-c3ccccc3)cc(C(F)(F)F)n2n1)N1CCOCC1,91.2

# Grouped by structure, the entries above containing a CF3 group (three)
canonical_smiles,SKBR3 24h inh
COc1ccc(C2C3=C(CCCC3=O)Nc3nc(C(F)(F)F)nn32)cc1OC (stereo unspecified),73.7
Cc1c(OCC(F)(F)F)ccnc1CS(=O)c1nc2ccccc2[nH]1 (stereo unspecified),73.0
O=C(c1nc2nc(-c3ccccc3)cc(C(F)(F)F)n2n1)N1CCOCC1,91.2

# Remaining list, next part:
canonical_smiles,SKBR3 24h inh
CCn1nc(NC(=O)c2ccco2)c2cc3ccccc3nc21,120.8
CS(=O)(=O)c1ccc(Cl)c(S(=O)(=O)NCc2ccccc2)c1,118.8
O=C(Nc1ccc(S(=O)(=O)N2CCN(Cc3ccccc3)CC2)cc1)c1cnccn1,113.0
CC1CCCN(C(=O)Cc2ccc(F)cc2)C1 (stereo unspecified),91.2
CSCCc1nc(SCC(=O)Nc2nnc(C)s2)[nH]c1C,99.8
CC(O)CN1C(=O)C(CC(=O)Nc2ccc(Cl)cc2)SC1=Nc1ccccc1 (stereo unspecified),80.5
CC(C)CCn1cnc2c1c(=O)n(C)c(=O)n2C,87.4
CCOc1cc([C@H]2[C@@H]3CCCC[C@]3(O)CCN2CC(=O)NCc2ccco2)ccc1O,93.7
Cc1ccccc1-c1ccc(Nc2ccc(C(=O)N3CCOCC3)cc2)nn1,83.6
Cc1cccc(C)c1NC(=O)CSc1nnc(CCCCCNC(=O)OC(C)(C)C)o1,89.3
CCn1c(CNC(=O)c2cccc(C)c2)nnc1SCC(=O)Nc1cccc(OC)c1,104.7
CCCCC(=O)Nc1ccc2c3c(cccc13)C(=O)N2CC,61.8
NC(=O)C1CCN(CCC(=O)Nc2cccc(Cl)c2)CC1,78.1
O=C(c1ccco1)N1CCN(C(=O)c2cc3sccc3n2Cc2ccccc2)CC1,79.1
Cc1cc(C)c2cc(CN(CCO)C(c3nnnn3Cc3ccc(F)cc3)C(C)C)c(=O)[nH]c2c1 (stereo unspecified),76.4
N#CC1=C(N)S[C@H](C(=O)C23CC4CC(CC(C4)C2)C3)[C@H]1c1ccncc1,89.5
COc1ccccc1NC(=O)C1=C(C)NC(=O)NC1c1cccc(OC)c1OC (stereo unspecified),87.5
COc1ccc(C(c2nnnn2C2CCCC2)N2CCC(C)CC2)c(OC)c1 (stereo unspecified),81.2
CCOc1ccc2nc(SCC#N)c(C#N)cc2c1,103.1
Cc1ccccc1-c1nnc(-c2ccc(Br)cc2)o1,101.1
CCN(CC)S(=O)(=O)c1ccc(NC(=O)Cn2c(=O)sc3ccccc32)cc1,94.0
O=C(c1nc2ncccn2n1)N1CCN(c2ccc(F)cc2)CC1,72.0
Cn1c(=O)c2c(nc(N3CCCC3)n2CC(O)CO)n(C)c1=O (stereo unspecified),96.8
O=C(Nn1nnnc1Nc1ccccc1)C12CC3CC(CC(C3)C1)C2,97.2
O=C(c1ccc(Br)o1)N1CCN(c2ccccn2)CC1,95.0
CCCCCn1c(CN2CCCCC2C)nc2c1c(=O)n(C)c(=O)n2C (stereo unspecified),79.2
CCCCNC(=O)Nc1cc(C(=O)OC)ccc1C,85.5
Cc1cc2cc(CCNC(=O)C(C)C)c(=O)[nH]c2cc1C,97.3
CCCCC1CCC(/C(N)=N/O)CC1 (stereo unspecified),94.5
CCCCCCNC(=O)C(C(=O)OCC)C1CCCCC1 (stereo unspecified),112.7

# Later entries
canonical_smiles,SKBR3 24h inh
COC(=O)c1[nH]c2cccc(Cl)c2c1NC(=O)CN(C)C1CCCCC1,96.5
CCOC(=O)c1cnc2nc(NCc3ccc(OC)c(OC)c3)[nH]n2c1=O,93.3
N#CCCn1c(SCC(=O)c2c[nH]c3ccccc23)nc2ccccc21,81.3
COc1ccccc1N1CCN(C(=O)c2c(C)cc(=O)oc2C)CC1,135.2
O=C(CCCCCN1C(=O)CCC1=O)NCc1ccccc1,93.5
Cc1nc2c(c(=O)n1Cc1ccccc1Cl)c1nc3ccccc3nc1n2Cc1ccco1,86.4
CCCCn1c(SCC(=O)Nc2nnc(C)s2)nnc1-c1ccoc1C,108.3
Fc1ccccc1N1CCN(Cc2nc(-c3ccc(Cl)cc3Cl)no2)CC1,103.4
OCCNc1cc(-n2nc(-c3ccccc3)cc2-c2ccccc2)ncn1,117.7
CCNS(=O)(=O)c1ccc(S(=O)(=O)N(Cc2ccccn2)C2CCCCC2)cc1,95.0
CCN(Cc1cc2ccccc2[nH]c1=O)C(=O)C1CCCCC1,85.8
O=C(C1CCCN(S(=O)(=O)c2cccs2)C1)N1CCc2ccccc2C1 (stereo unspecified),97.9
Cc1ccc(-c2nn(C)c(=O)c3ccccc23)cc1S(=O)(=O)NCCN1CCOCC1,87.5
O=C(Cn1nc(C(F)(F)F)c2c1CCCC2)Nc1ccc2c(c1)OCO2,92.7
COc1ccc(CCC(=O)NCc2ccco2)cc1,98.6
Cc1nc2cc(NC(=O)N3CCC(c4ccccc4)C3)ccc2n1C (stereo unspecified),109.9
CCCCN(C)Cc1c(O)ccc2c(-c3ccccc3)cc(=O)oc12,74.1
COC(=O)C1=C(N)Oc2cc(C)n(CCc3ccccc3)c(=O)c2C1c1cccnc1 (stereo unspecified),92.3
COc1ccccc1-c1cc(C(=O)NC(C)c2ccccc2)no1 (stereo unspecified),84.4
COc1ccc(S(=O)(=O)Nc2cc(C)c(O)cc2C(C)C)cc1,96.8
O=c1[nH]c2ccccc2nc1Cc1ccccc1,92.6
O=C(O)CCc1ccc(-c2cccs2)n1Cc1ccco1,90.2
Cc1cc(C)c2c(n1)nn1c(N3CCN(c4ccccc4C)CC3)cc(C)nc21,55.8
Nc1nonc1C(=O)NCCNCc1ccccc1OCc1ccccc1F,100.1
O=C(CSc1nnc(Cc2ccccc2)n1-c1cccc(Cl)c1)N1CCOCC1,101.5
CC1=CCC2C(=O)N(c3nc4ccccc4n3C)C(=O)C2C1 (stereo unspecified),92.4
O=C1c2ccccc2C(=O)N1CCCc1nc(-c2cccnc2)no1,86.7
CCC(c1nnnn1C1CCCC1)N1CCN(c2ccccc2)CC1 (stereo unspecified),90.1
O=C(CNC(=O)c1ccco1)OCC(=O)c1ccccc1,92.1
Cc1nn(CC(O)Cn2c3c(c4ccccc42)CCN(C)C3=O)c(C)c1Br (stereo unspecified),112.2

# The list goes on:
canonical_smiles,SKBR3 24h inh
Cc1ccc(C(=O)NC2CCCCCC2)cc1N1CCCC1=O,93.1
CCOC(=O)C1=C(CNCc2ccccc2Cl)NC(=O)NC1c1ccc2c(c1)OCO2 (stereo unspecified),82.4
Cc1ccc(C(=O)c2cncc(Br)c2)cc1,91.5
COc1ccc(NC(=O)c2ccco2)cc1NC(=O)c1ccc(C)cc1,92.1
O=C(c1cc2c(=O)oc3ccccc3c2s1)N1CCN(c2ncccn2)CC1,89.5
O=C(CN1CCN(C(=O)N2CCOCC2)CC1)Nc1ccc(Br)cc1,78.4
COc1ccc(CN(Cc2nc3ccccc3c(=O)[nH]2)C(=O)NC2CCCCC2)cc1,71.0
CCOC(=O)c1c(C)[nH]c(C(=O)COc2ccc3c(c2)OCO3)c1C,58.7
COc1ccc(-c2nc(-c3ccccc3OC)no2)cc1OC,67.2
NS(=O)(=O)c1ccc(NC(=O)N[C@@H](Cc2ccccc2)C(=O)O)cc1,93.3
COc1ccc2[nH]c(=O)c(CN(CC3CCCO3)C(=O)Nc3ccc(F)cc3)cc2c1 (stereo unspecified),71.5
CCCCn1c(SCC(=O)Nc2cc(C)on2)nnc1-c1cccnc1,87.8
COc1ccc(C(=O)N(Cc2ccc(N(C)C)cc2)C2CCS(=O)(=O)C2)cc1 (stereo unspecified),89.5
Cc1coc2c(O)cc3c(c12)OC1(N2CCCCC2)C(=O)NCCCC31 (stereo unspecified),77.4
Cc1nn(C)c(C)c1Sc1ccc(Br)cc1,56.4
O=C(Nc1cccc(F)c1)Nc1ccccn1,107.4
CCCn1c(SCC(=O)O)nc2ccccc21,81.8
COCCOCCOCCC(=O)NC1CC2CCC1(C)C2(C)C (stereo unspecified),102.9
CC1(C)CC(=O)c2cc(OCC(=O)NCc3cccnc3)ccc2O1,75.0
O=c1ccccn1Cc1ccccc1F,105.4
O=C(Nc1cccnc1N1CCOCC1)c1ccco1,82.0
CCN1C(=O)c2cccc3c(S(=O)(=O)Nc4ccccn4)ccc1c23,110.5

# Assay outcomes from PubChem BioAssay.
